ROC1-CUL1 inh = inhibitors of human ROC1-CUL1 ubiquitin ligase activity; P62877+Q13616; in vitro K48 di-Ub FRET, acceptor:donor ratio, 45 min; inhibition, % at 10 µM; 140,000 compounds, 0.6% hits; AID 1347404; in the data active = inhibition above about 25%
Target sequence (P62877 whole entry, looked up): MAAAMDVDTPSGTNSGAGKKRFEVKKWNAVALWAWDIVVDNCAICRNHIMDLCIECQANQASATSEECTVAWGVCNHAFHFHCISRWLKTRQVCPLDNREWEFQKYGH
Target sequence (Q13616 whole entry, looked up): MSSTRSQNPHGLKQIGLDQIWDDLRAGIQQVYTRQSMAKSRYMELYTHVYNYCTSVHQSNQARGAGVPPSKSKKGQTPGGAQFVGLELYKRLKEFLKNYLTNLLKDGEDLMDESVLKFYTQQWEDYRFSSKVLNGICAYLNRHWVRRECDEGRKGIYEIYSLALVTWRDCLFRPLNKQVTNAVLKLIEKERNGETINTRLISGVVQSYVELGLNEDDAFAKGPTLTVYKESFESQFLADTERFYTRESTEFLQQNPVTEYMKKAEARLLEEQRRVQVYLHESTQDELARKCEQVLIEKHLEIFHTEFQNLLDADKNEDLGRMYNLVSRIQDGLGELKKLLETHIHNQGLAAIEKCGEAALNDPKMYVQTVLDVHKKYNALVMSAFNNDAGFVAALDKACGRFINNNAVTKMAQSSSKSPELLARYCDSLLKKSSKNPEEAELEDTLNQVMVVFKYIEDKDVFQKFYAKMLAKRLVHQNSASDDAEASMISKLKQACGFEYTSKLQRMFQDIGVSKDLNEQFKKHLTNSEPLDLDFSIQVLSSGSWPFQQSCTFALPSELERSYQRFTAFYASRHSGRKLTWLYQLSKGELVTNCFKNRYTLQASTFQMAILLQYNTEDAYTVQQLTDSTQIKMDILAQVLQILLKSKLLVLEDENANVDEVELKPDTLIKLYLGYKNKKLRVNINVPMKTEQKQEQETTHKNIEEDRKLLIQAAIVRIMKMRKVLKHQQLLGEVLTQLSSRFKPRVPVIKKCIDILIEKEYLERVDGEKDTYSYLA
Active calls of the source: *. Some of the compounds tested; rates above refer to the full screens.

SMILES | ROC1-CUL1 inh
Cc1ccc(NCc2nnc(SCC(=O)Nc3cccc4ccccc34)o2)cc1[N+](=O)[O-] | 3
CCOC(=O)c1ccc(NN2C(=O)c3ccc(Br)cc3C2=O)c([N+](=O)[O-])c1 | -4
CC(C)OCCCNC(=S)NC1CCCC1 | -11
COC(=O)c1ccc(CNc2cccc([N+](=O)[O-])c2)cc1 | -4
Cc1nc(N2CCCC(NCc3ccccc3)CC2)nc2ccc(F)cc12 (stereo unspecified) | -8
Nc1[nH]n(-c2ccccc2)c(=O)c1N=Nc1ccccc1[N+](=O)[O-] | -1
Cc1ccc(-n2c(-c3ccccc3)cc(-c3ccccc3)nc2=O)cc1 | -10
CCc1ccc(-n2c(C)c(C)n3c4c(=O)n(CCCO)c(=O)n(C)c4nc23)cc1 | 10
COC(=O)c1ccc(NC(C)=O)c([N+](=O)[O-])c1 | 5
C=C(C)CN1N=C(C(C)(C)C)Cn2c1nc1c2c(=O)n(CC)c(=O)n1C | 8
CC1=CC(=O)C(SC(F)(F)C(F)C(F)(F)F)C(=O)O1 (stereo unspecified) | 11
N#Cc1c(N)nc(SCC(=O)NC23CC4CC(CC(C4)C2)C3)c(C#N)c1-c1cccs1 | -4
CCOC(=O)C1(CCOc2ccccc2)CCCN(C(=O)Cn2cccn2)C1 (stereo unspecified) | 6
C=CCC(O)(CC=C)CNC(=O)C1CCN(c2nc(C)c3cc(C(C)C)ccc3n2)CC1 | 4
O=C(Nc1cccc(CN2CCOCC2)c1)c1ccc(COc2ccccc2Br)cc1 | 3
Cc1c(NS(C)(=O)=O)cccc1C(=O)N(C)Cc1ccccc1 | 3
Cc1oc(-c2ccccc2NC(=O)c2ccsc2)nc1CN(C)Cc1ccccc1 | -5
CCC(C(=O)Nc1cc(F)ccc1F)n1nc(-c2cc(C)ccc2C)ccc1=O (stereo unspecified) | 4
CCOC(c1ccccc1)c1ccc(OCCN(C)C)cc1 (stereo unspecified) | -4
CCOC(=O)N1CCc2c(sc(NCc3sccc3C)c2C(=O)Nc2ccc(OC)cc2OC)C1 | 0
COc1cc2[nH]c(=O)n(Cc3ccc(C(=O)N4CCN(c5ccc(Cl)cc5)CC4)cc3)c(=O)c2cc1OC | -1
COC(=O)c1cc(NC(=O)CSc2nc3scc(-c4ccc(C)c(C)c4)c3c(=O)n2-c2ccccc2)cc(C(=O)OC)c1 | -5
CCC(C(=O)NNC(=O)c1ccccc1C(=O)O)P(=O)(c1ccccc1)c1ccccc1 (stereo unspecified) | 1
Cc1cc([N+](=O)[O-])cc(C(C)(C)C)c1O | -3
COc1ccc(S(N)(=O)=O)cc1C(=O)NC1CCN(C)CC1 | 15
COc1ccc(N(C(=O)c2ccc(Cl)cc2)S(=O)(=O)c2ccc(C)cc2)cc1 | 1
CN(CC1COCCO1)C(=O)c1cn(CCc2ccccc2)nn1 (stereo unspecified) | 3
Cc1cccc(NC(=O)COc2ccc3oc4c(c3c2)CCCC4)c1 | 0
CCc1nn2c(-c3ccco3)ccnc2c1-c1ccc(F)cc1 | 3
COc1ccccc1CNc1nc2ccc(Cl)cc2n2cnnc12 | -6
COc1ccc(-n2nnnc2-c2cnc(-c3cccs3)nc2C(F)(F)F)cc1 | 0
CC(C)=NOC(=O)c1ccc(Br)cc1 | 1
CCOC(=O)c1cnc(N2CCOCC2)nc1C | 4
CN1C(=O)/C(=C/c2ccc(-c3ccc(C(=O)O)cc3)o2)SC1=Nc1ccc(C(=O)O)cc1 | 29*
O=C(CSc1c2c(nc3ccc(Cl)cc13)CCCC2)N1CCCCC1 | 5
COc1cc2c(cc1OC)CN(C(=O)C(F)(F)F)CC2 | 7
Cc1ccc(CNC(=O)c2ccc3c(c2)NC(=O)C(CS(=O)(=O)Cc2cccc(C)c2)N3)cc1 (stereo unspecified) | -3
COc1ccc(NC(=O)c2cc3cc(C)ccc3n2C)cc1 | -6
Cc1cc(C)c(Cn2c(=O)n(CCC(=O)NCc3ccc4c(c3)OCO4)c(=O)c3ccccc32)c(C)c1 | 6
Cc1cc2[nH]c(=S)[nH]c2c(Br)c1C | -11
O=C1NN(c2cccc(F)c2)C(=O)/C1=C\c1ccccc1 | -2
O=C(Oc1cccc(O)c1)C1CCCCC1 | 2
COc1ccc(C)cc1NC(=O)CSc1nnc(-c2ccc(Cl)c(Cl)c2)n1N | 12
COc1ccnc(N2CCC(C3CCN(Cc4cccnc4)CC3)C2)n1 (stereo unspecified) | 7
Cc1ccc(C)c(NC(=O)c2ccc3c(c2)CCN3S(=O)(=O)c2ccccc2)c1 | 4
Clc1ccc2c(c1)C(N1CCN(CCC3OCCO3)CC1)Cc1ccccc1S2 (stereo unspecified) | 7
CC(C)C12CN3CC(C(C)C)(CN(C1)C3c1cc(Br)ccc1O)C2O (stereo unspecified) | 3
CC(C)(C)c1ccc2c(c1)OCC(C(=O)O)O2 (stereo unspecified) | 8
Cc1ccc(OCc2nnc(SCC(=O)Nc3ccccc3C(C)C)o2)cc1 | 4
Cc1ccccc1C(CC(=O)N1CCN(c2ccncc2)CC1)c1ccccc1 (stereo unspecified) | -2
Cc1ccc(-n2c(-c3ccc(Br)cc3)n[nH]c2=S)c(C)c1 | -1
Cn1c(=O)c2c(nc3oc(C(C)(C)C)cn32)n(C)c1=O | -8
COc1cccc(CN2CC(C(=O)N(C)Cc3nonc3C)CCC2=O)c1 (stereo unspecified) | 8
COCCNC(=O)N1CCN(c2ccc(OC)cc2)CC1 | 8
CCc1c(C)c(C#N)c2nc3ccccc3n2c1NC(C)c1ccccc1 (stereo unspecified) | 1
CCCC(=O)NCC(c1ccc2c(c1)OCO2)N1CCN(c2ccc(F)cc2)CC1 (stereo unspecified) | -9
COC(=O)[C@]1(C)C[C@H](C(=O)NCC2CC2)[C@H](c2ccccc2Cl)N1C | -8
CC(C(=O)O)N1C(=O)/C(=C\c2ccco2)SC1=S (stereo unspecified) | 53*
CCC(C)(C)C(=O)Nc1cccc(NC(C)=O)c1 | 3
Cc1ncc2c(c1CNC(=O)c1ccccc1F)CCN(C(=O)CCc1ccc3c(c1)OCO3)C2 | -10

An excerpt from above in order of molar mass, rising:
SMILES | ROC1-CUL1 inh
O=C(Oc1cccc(O)c1)C1CCCCC1 | 2
CCC(C)(C)C(=O)Nc1cccc(NC(C)=O)c1 | 3
O=C1NN(c2cccc(F)c2)C(=O)/C1=C\c1ccccc1 | -2
CC(C(=O)O)N1C(=O)/C(=C\c2ccco2)SC1=S (stereo unspecified) | 53*
COCCNC(=O)N1CCN(c2ccc(OC)cc2)CC1 | 8
COc1ccc(NC(=O)c2cc3cc(C)ccc3n2C)cc1 | -6
COc1ccnc(N2CCC(C3CCN(Cc4cccnc4)CC3)C2)n1 (stereo unspecified) | 7
CCc1c(C)c(C#N)c2nc3ccccc3n2c1NC(C)c1ccccc1 (stereo unspecified) | 1
Cc1ccc(-n2c(-c3ccc(Br)cc3)n[nH]c2=S)c(C)c1 | -1
COC(=O)[C@]1(C)C[C@H](C(=O)NCC2CC2)[C@H](c2ccccc2Cl)N1C | -8
COc1cccc(CN2CC(C(=O)N(C)Cc3nonc3C)CCC2=O)c1 (stereo unspecified) | 8
Cc1ccccc1C(CC(=O)N1CCN(c2ccncc2)CC1)c1ccccc1 (stereo unspecified) | -2
Cc1ccc(OCc2nnc(SCC(=O)Nc3ccccc3C(C)C)o2)cc1 | 4
Cc1ccc(C)c(NC(=O)c2ccc3c(c2)CCN3S(=O)(=O)c2ccccc2)c1 | 4
CC(C)C12CN3CC(C(C)C)(CN(C1)C3c1cc(Br)ccc1O)C2O (stereo unspecified) | 3
CCCC(=O)NCC(c1ccc2c(c1)OCO2)N1CCN(c2ccc(F)cc2)CC1 (stereo unspecified) | -9
Clc1ccc2c(c1)C(N1CCN(CCC3OCCO3)CC1)Cc1ccccc1S2 (stereo unspecified) | 7
COc1ccc(C)cc1NC(=O)CSc1nnc(-c2ccc(Cl)c(Cl)c2)n1N | 12
Cc1ncc2c(c1CNC(=O)c1ccccc1F)CCN(C(=O)CCc1ccc3c(c1)OCO3)C2 | -10
Cc1ccc(CNC(=O)c2ccc3c(c2)NC(=O)C(CS(=O)(=O)Cc2cccc(C)c2)N3)cc1 (stereo unspecified) | -3
Cc1cc(C)c(Cn2c(=O)n(CCC(=O)NCc3ccc4c(c3)OCO4)c(=O)c3ccccc32)c(C)c1 | 6

More structures follow:
SMILES | ROC1-CUL1 inh
NC(=O)c1cc(Oc2ccc(Br)cc2)nc2ccccc12 | -4
COc1ccc(CCNC(=O)c2ccc3c(c2)nc2n3CCC(C)C2)cc1OC (stereo unspecified) | -4
Cc1ccc(NC(=O)C(CC(C)C)N2Cc3ccccc3C2=O)cc1F (stereo unspecified) | -4
CC(C)C(=O)Nc1cccc(-c2cn3ccsc3n2)c1 | 0
COCCNC(=O)CCC1CCN(Cc2cnn(-c3ccccc3OC)c2)CC1 | 3
OCc1cnc(SCc2cccc(F)c2)n1Cc1ccc(F)cc1 | 0
O=C(NC1=NCCS1)c1cc(-c2cccc(Br)c2)nc2ccccc12 | 0
CCOC(=O)CSc1nnc(C2CCCCC2)n1C | 7
COc1cc2nc(N3CCN(C(=O)c4ccco4)CC3)nc(OCC(O)CNC(C)C)c2cc1OC (stereo unspecified) | -9
CN(Cc1ccccc1)C1CCCN(C(=O)CN2C(=O)CSC2=O)C1 (stereo unspecified) | -2
COc1ccc(NC(=O)CCNS(=O)(=O)c2cccc3nonc23)c(OC)c1 | -4
Cc1ccc2cccc(OC(=O)c3ccc(-c4cccc(Cl)c4)o3)c2n1 | 0
Cc1ccc2c(c1)Sc1ccccc1CC2=O | 4
Cc1cc(C)cc(CN2CCN(C(=O)c3cn(Cc4ccc(F)cc4)nn3)CC2=O)c1 | -6
COc1ccc(OC)c(NS(=O)(=O)c2cccs2)c1 | 1
CCOc1ccccc1N1CC(C(=O)Nc2cc(Cl)c(Br)cc2C)CC1=O (stereo unspecified) | 1
O=C(CCn1cnnn1)N1CCCC(CCc2cccc(C(F)(F)F)c2)C1 (stereo unspecified) | 0
COc1ccc(C(=O)Nc2c(C(=O)N3CCc4ccccc4C3)cnn2-c2ccccc2C)cc1OC | 3
CCn1c(C(=O)Nc2c(C)cccc2C)cc2sc(Cl)cc21 | -5
Cc1cccc(C)c1-n1ncc(C(=O)NC2CCCC2)c1C1CCN(C(=O)OC(C)(C)C)CC1 | 0
O=C(NC1(C(F)(F)F)NC(=O)N(c2ccc(Cl)cc2)C1=O)c1ccccc1F (stereo unspecified) | 7
O=C(OCc1ccc(Br)cc1)c1ccccc1N1C(=O)c2ccccc2C1=O | -1
Cc1cc([N+](=O)[O-])ccc1N(C)C | 2
O=C(NCN1CCCC1)c1cnccn1 | 6
COc1ccc(Cl)cc1/C=C1\C(=O)NC(=S)N(c2ccc(C)cc2C)C1=O | 1
Cc1ccc(NC(=O)c2cc3ccccn3n2)cc1F | 2
Cc1ccsc1CN(C(=O)c1ccc(OCC(C)C)cc1)C1CCS(=O)(=O)C1 (stereo unspecified) | -7
CCCS(=O)(=O)c1ncc(CN2CCNC(=O)C2)n1CC1CCCO1 (stereo unspecified) | 2
COc1ccc(-n2ccnc(NCc3cccs3)c2=O)cc1OC | -2
N#Cc1ccccc1NC(=O)CSc1nnc(N)s1 | -5
CC(C)CC(=O)N1CCN(c2ccccn2)CC1 | -1
COc1ccc(CC2=NOC(CNC(=O)c3csc(Cc4ccccc4)n3)C2)cc1 (stereo unspecified) | -9
Cc1ccc(C(OC(=O)c2ccccc2)c2nccc3ccccc23)cc1 (stereo unspecified) | -8
Cc1ccc(NC(=O)C(Cc2ccccc2)NS(=O)(=O)c2ccc3c(c2)c(=O)n(C)c(=O)n3C)cc1 (stereo unspecified) | -6
Cc1ccc(CNC(=O)c2ccc3c(c2)NC(=O)C(CS(=O)(=O)Cc2cccc(F)c2)N3)cc1 (stereo unspecified) | 5
COc1ccc(CCN2CC(NCc3cccn3-c3cccnc3)CC2=O)cc1 (stereo unspecified) | -1
COc1ccc(S(=O)(=O)Nc2cc3c(cc2C(C)=O)OCO3)cc1 | -5
CC(C)Cc1nn2c(=O)cc(COC(=O)c3ccccc3NC(=O)c3ccccc3)nc2s1 | 3
Cc1nc2ccn(Cc3cccnc3)c(=O)c2cc1C(=O)NCc1ccccc1 | -3
Cn1ncc(NC(=O)Cn2ncc(N3CCc4ccccc4C3)cc2=O)n1 | 6
COc1ccc(CCNC(=O)CN2C(=O)COc3ccc(C)cc32)cc1OC | 0
Cc1ccccc1OCc1cc(=O)n2c(-c3ccccc3)csc2n1 | 0
Cc1sc(NC(=O)c2ccncc2)c(C(=O)NC2CCCC2)c1C | 4
Brc1ccc(-c2csc(Cc3nc4ccccc4s3)n2)cc1 | 1
Cc1cc(C)c(C#N)c(SCCC(=O)NCCc2ccccc2)n1 | -1
O=C(O)c1ccc(CNC(=O)C2C3CCC(C3)C2C(=O)O)cc1 (stereo unspecified) | 5
N#CCCc1cc2c(cc1Br)OCO2 | 8
Cc1cnc(C(=O)N2CCC(C3CCN(Cc4cccc(F)c4F)CC3)C2)[nH]1 (stereo unspecified) | -1
CCOC(=O)C1CCN(S(=O)(=O)c2cc(-c3cc(C)no3)ccc2OC)CC1 | -3
CCn1ccc2cc(S(=O)(=O)N3CCC(C(=O)NCc4ccc(F)cc4)CC3)ccc21 | -2
Cc1cc(-c2nn3c(-c4ccc(Br)cc4)nnc3s2)no1 | 0
O=C(CSc1ccc(Cl)cc1)Nc1ncc2c(n1)CC(c1cccs1)CC2=O (stereo unspecified) | -2
CC(=O)Nc1ccc(-n2c(CCC(=O)O)ccc2-c2ccc(C)cc2)cc1 | 8
O=C(Oc1ccccc1-c1nc2ccccc2c(=O)n1Cc1ccccc1)c1ccccc1Cl | -4
O=C1CC(c2ccccc2)SC(=Nc2ccc(Br)cc2)N1 (stereo unspecified) | 0
COCC(=O)Nc1cc(C(=O)NCC(C)C)ccc1Cl | 10
CCc1ccc(/C(C)=N/NC(=O)c2ccc(OC3CCCC3)cc2)cc1 | -10
O=C(Nc1cccc(F)c1)c1oc2ccccc2c1NC(=O)C12CC3CC(CC(C3)C1)C2 | -3
Cc1ccc(NC(=O)C2CCN(S(=O)(=O)c3cccc4nsnc34)CC2)cc1 | 2
O=c1cc(CCc2cc(Cl)no2)nc2nc(C3CCCCC3)[nH]n12 | 5
The listing continues:
SMILES | ROC1-CUL1 inh
Cc1cc(C)n2c(Nc3ccc4c(c3)OCCO4)c(-c3ccccc3)nc2n1 | -5
CC1CN(C(=O)c2cnccn2)CC(C)O1 (stereo unspecified) | -3
O=C(NCCCn1ccnc1)c1cnn2c(C(F)(F)F)cc(-c3ccc(Br)cc3)nc12 | -6
CNC(=O)Cc1ccccc1-c1ccccc1CC(=O)NC | 0
